TDP43 rescue: qHTS of TDP-43 Inhibitors | TDP-43 expressing yeast growth rescue, BacTiter-Glo, 24 h | Potency, µM (top dose mostly 46.1 µM), without a hit: at the highest dose growth rescue (activation), most hits filed as activators | 1.8% of 410,000 active | AID 652104, 2013; further: potency means the concentration at half of the fitted maximal effect; % of control where 0% means no effect; nearly all actives have a fitted effect of over 50% in size
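Luminescence from BacTiter-Glo reports growth of TDP-43-expressing yeast after 24 hr at 30 deg C with compound. Cells were raffinose-pregrown to mid-log, then seeded in galactose medium at OD600=0.02.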
GLP1R cytotox: qHTS of GLP-1 Receptor Inverse Agonists: Cytotox Screen. Potency, µM (series often up to 38.3 µM), for inactives: at the highest dose activity change, negative = inhibition, actives largely listed as inhibitors. 0.13% of 410,000 active. HEK293 cAMP-luciferase reporter cells, luminescence, 24 h. AID 624418, 2012;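 further: loss of luciferase light is scored as toxicity; potency means the concentration at half of the fitted maximal effect; on the % scale 0 is the no-effect control and ±100 the full control effect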
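Seeding density was 200 cells/uL; after overnight-length (12 h) culture, 23 nL compounds went on for 24 h at 37 °C. Readout used a luciferase detection reagent, luminescence taken after 12 min at room temperature.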
Abeta rescue: qHTS for compounds that reverse cellular toxicity of Amyloid beta (A-beta) peptide in yeast: Primary Screen; yeast expressing A-beta42, growth rescue, OD600, 48 h; response scale: 0% DMSO, 100% iron-clioquinol control; 0.063% of 410,000 active; Potency, µM (top dose mostly 46.1 µM), for the others: at the top dose growth rescue, actives largely listed as activators; further: potency means the concentration at half of the fitted maximal effect; nearly all actives have a fitted effect of over 55% in size
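Yeast growth medium received pinned compounds, then yeast cells expressing toxic A-beta were added; plates incubated at 30 C for 48 hr. Growth read as absorbance at 600 nm, normalized to DMSO and equimolar FeCl3 plus clioquinol controls.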
Mm-Cpn inhibitor: Inhibitors of TCP-1 ring complex (TRiC) of Methanococcus maripaludis (MmCpn): qHTS; Chaperonin Mm-Cpn (Methanococcus maripaludis); purified Mm-Cpn ATPase, ADP Transcreener TR-FRET; Potency, µM (doses to about 76.9 µM), for inactives: at the highest dose activity, negative = inhibition, hits mostly inhibitors; 0.031% of 330,000 active; AID 504842, 2011; further: potency means the concentration at half of the fitted maximal effect; on the % scale 0 is the no-effect control and ±100 the full control effect; nearly all actives have a fitted effect of over 80% in size
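Reaction buffer contained 30 mM Tris pH 7.4, 100 mM KCl, 5 mM MgCl2 and 1 mM DTT. Mm-CPN (25 nM final) hydrolysed 10 uM ATP over 30 min at 37°C; ADP was read by HTRF.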
PTHR1 ag: qHTS for PTHR1 Agonists: Primary Screen | Potency, µM (doses to about 115 µM), without a hit: top-dose activation, hits mostly activators | 0.075% of 410,000 active | AID 743266, 2014 | HEK293 GP2 PTHR1 cells, GloSensor cAMP luminescence, 1 h | Parathyroid hormone/parathyroid hormone-related peptide receptor (Homo sapiens), Q03431; further: potency means the concentration at half of the fitted maximal effect; nearly all actives have a fitted effect of over 55% in size; some results filed as inactive show a strong effect at the top dose; inactives centre near -15; many of its hits are not listed in these tables
Target sequence (Q03431 whole entry, looked up): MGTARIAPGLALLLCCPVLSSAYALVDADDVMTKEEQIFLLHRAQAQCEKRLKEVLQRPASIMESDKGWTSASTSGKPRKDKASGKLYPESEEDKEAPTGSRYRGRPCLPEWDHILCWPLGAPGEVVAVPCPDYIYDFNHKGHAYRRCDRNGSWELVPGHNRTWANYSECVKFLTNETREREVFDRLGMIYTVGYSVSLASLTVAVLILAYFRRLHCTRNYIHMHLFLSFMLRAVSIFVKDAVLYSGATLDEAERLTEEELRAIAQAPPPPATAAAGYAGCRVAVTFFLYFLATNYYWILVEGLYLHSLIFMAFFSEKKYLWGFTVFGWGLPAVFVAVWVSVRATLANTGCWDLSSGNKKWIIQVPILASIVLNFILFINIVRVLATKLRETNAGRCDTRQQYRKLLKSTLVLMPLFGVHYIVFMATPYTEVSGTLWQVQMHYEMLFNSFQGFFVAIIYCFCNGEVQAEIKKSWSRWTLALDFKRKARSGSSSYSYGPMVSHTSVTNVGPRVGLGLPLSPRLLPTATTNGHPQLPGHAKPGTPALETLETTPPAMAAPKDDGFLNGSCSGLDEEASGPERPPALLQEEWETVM
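HEK-293-derived GP2 cells expressing PTHR1 and a GloSensor cAMP reporter, 3,000/well, plated overnight, given luciferin plus IBMX (each 0.5 mM as added) for 1 h at 37 °C, then compound for 1 h at 37 °C. Luminescence was read after 15 min at room temperature.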
FUS yeast rescue: qHTS for Suppressors of FUS Proteinopathy: Primary screen using FUS-linked yeast assay; S. cerevisiae FUS-expressing, growth rescue, OD600, 24 h; Potency, µM (series often up to 76.6 µM), for the others: top-dose growth rescue (activation), hits mostly activators; 0.24% of 390,000 active; AID 1347120, 2019;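 further: potency means the concentration at half of the fitted maximal effect; plate controls were DMSO vehicle for no effect and reference control for full effect; nearly all actives have a fitted effect of over 55% in size; some results filed as inactive show a strong effect at the top dose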
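Toxicity suppression screen in FUS-yeast. Cells induced with 2% galactose, starting OD 0.005, treated 24hr at 30C with compounds at multiple final concentrations; growth by OD600.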
aSyn yeast inh: qHTS of alpha-syn Inhibitors; AID 652106, 2013; Yeast expressing alpha-synuclein, growth rescue, BacTiter-Glo, 24 h; Potency, µM (titrated, usually from 46.1 µM), without a hit: at the highest dose growth rescue (activation), hits mostly activators; 0.14% of 370,000 active; further: potency means the concentration at half of the fitted maximal effect; % of control where 0% means no effect; nearly all actives have a fitted effect of over 65% in size
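Rescue of yeast growth: cells expressing toxic alpha-synuclein, induced in galactose at OD600 0.02, incubated with compound 24 h at 30 C. ATP luminescence quantified growth; inhibitors of toxicity appear as activators.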
GLP1R inv ag: qHTS of GLP-1 Receptor Inverse Agonists (Inhibition Mode); 1.6% of 410,000 active; HEK293 GLP-1R CRE-luciferase, luminescence, 24 h; GLP-1R form is constitutively active; Potency, µM (series often up to 38.3 µM), without a hit: at the highest dose activity change, negative = inhibition, actives largely listed as inhibitors; Glucagon-like peptide 1 receptor (Homo sapiens), P43220; further: potency means the concentration at half of the fitted maximal effect; on the % scale 0 is the no-effect control and ±100 the full control effect; nearly all actives have a fitted effect of over 55% in size
Target sequence (P43220 whole entry, looked up): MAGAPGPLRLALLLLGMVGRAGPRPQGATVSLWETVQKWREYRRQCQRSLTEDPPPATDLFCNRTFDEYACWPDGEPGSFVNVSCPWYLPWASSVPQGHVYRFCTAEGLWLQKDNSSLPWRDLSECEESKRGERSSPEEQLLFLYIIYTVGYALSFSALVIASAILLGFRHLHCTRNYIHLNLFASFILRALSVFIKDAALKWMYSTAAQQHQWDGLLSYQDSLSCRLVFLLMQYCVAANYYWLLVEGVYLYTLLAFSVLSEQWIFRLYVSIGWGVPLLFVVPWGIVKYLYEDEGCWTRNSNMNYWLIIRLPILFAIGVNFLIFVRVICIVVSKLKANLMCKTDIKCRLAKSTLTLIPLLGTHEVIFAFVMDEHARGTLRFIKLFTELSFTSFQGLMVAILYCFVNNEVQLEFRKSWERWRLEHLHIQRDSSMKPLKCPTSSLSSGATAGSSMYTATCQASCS
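Inverse agonists were sought by their lowering of basal cAMP reporter luciferase output in HEK293 cells stably carrying constitutively active human GLP-1R, after 24 h compound treatment.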
Akt phos inh: HTS Assay for Inhibitors of Akt Phophorylation: Primary Screen; AID 651550, 2012; 0.32% of 360,000 active; Neuro2A IGF-stimulated pAkt S473 HTRF, 20 min; active compounds read low; activity change, % for hits at 50 µM; in the data active means activity change below about -80%; inconclusive means mostly about -51% to -80%; further: on the % scale 0 is the no-effect control and ±100 the full control effect
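Neuro2A cells in DMEM with 0.5% FBS, overnight at 37 deg C, given compound at single 50 µM final, then IGF (6 nM final) for 20 min at 37 deg C. Lysed; phospho-Akt Ser473 by HTRF after 24 h, 665/615 ratio.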
Numbers without * were called inactive; i = inactive; ? = inconclusive; / = not tested or not shown; & = joins results of further samples; [ ] = dose if it differs, or a comment. Unless noted, the call rests on the fitted dose curve; in most records, active means well fitted curve in the direction sought with a large enough effect; inconclusive means small, poorly fitted or top-dose-only effect, or another doubt; inactive means no such curve, though single readings can be large; an effect the other way counts as inactive or inconclusive. These rows are one share of the data; rates above refer to the full screens.

SMILES	TDP43 rescue	GLP1R cytotox	Abeta rescue	Mm-Cpn inhibitor	PTHR1 ag	FUS yeast rescue	aSyn yeast inh	GLP1R inv ag	Akt phos inh
Cc1cccc(N2C(=O)c3cccc4c(N)ccc(c34)C2=O)c1	/	i	4%	-9%	i	34%	12%	-2%	i
Cc1nc(-c2ccc(F)cc2)sc1CCNC(=O)c1ccco1	26%	12%	-9%	/	i	11%	/	18%	/
CCCNc1nc2c(c(=O)n(C)c(=O)n2C)n1CCCc1ccccc1	13%	-41%	16%	1%	-29%	-23%	1%	-8%	i
COc1ccc(OC)c(CN2CCN(c3ccccc3OC)CC2)c1	-7%	-10%	-17%	-1%	-16%	19%	-13%	0%	i
CCOc1ccc(C(=O)NC(C(=O)NCC(c2cccs2)N(C)C)C(C)C)cc1 (configuration not stated)	12%	-4%	0%	-2%	-4%	-9%	0%	12%	i
CSc1nc(N)nc(SCC(=O)C(C)(C)C)c1C#N	6%	23%	-9%	-2%	-3%[57.5 µM]	28%	-11%	46%[activator]	i
CCOC(=O)/C(C#N)=C\N(C)C	-4%	-7%	-1%	1%	i	/	2%	2%	i
COc1ccc(C2/C=C\CN(C(=O)CC(C)C)CC(=O)N2Cc2ccc(F)cc2)cc1 (configuration not stated)	?	-29%	-3%	4%	i	9%	1%	2%	i
Cc1cc(C)c(S(=O)(=O)N2CCN(C(=O)c3cccs3)CC2)c(C)c1	?	-7%	20%	1%	-11%	19%	2%	?	i
Cc1cccc(NC(=O)c2cccs2)n1	0%	1%	11%	0%	i	-13%	-15%	20%	i
O=C(O)CCNC(=O)CCCn1nnc2ccccc2c1=O	-8%	-8%	-8%	1%	17%	6%	-7%	10%	i
Cc1cccc(-n2ncc(C(=O)NCc3ccc4c(c3)OCO4)c2C2CCN(C(=O)OC(C)(C)C)CC2)c1	15%	-26%	3%	/	i	?	/	?	/
O=C(c1ccccc1)N1CCN(Cc2ccccc2C(F)(F)F)CC1	2%	2%	-2%	-1%	i	-14%	0%	-29%	i
CCc1ccc(-c2cc(C)no2)cc1S(=O)(=O)Nc1cc(C)on1	1%	-8%	-5%	3%	i	-8%	8%	-6%	i
CC(=O)Oc1c(C(=O)c2nnc(C)o2)c(=O)n(Cc2ccccc2)c2ccccc12	20%	-23%	2%	-1%	i	/	7%	?	i
O=C(Nc1ccc2[nH]c(=O)[nH]c2c1)C(F)(F)F	/	5%	10%	2%	-6%	-3%	-5%	3%	i
COc1ccc(C2CC(=O)N(Cc3cccc(F)c3)c3ccccc3S2)cc1 (configuration not stated)	18%	3%	-4%	/	-43%[inhibitor]	22%	?	?	/
COc1ccc(-c2noc(N3CCCC(C(=O)Nc4ccc(F)cc4F)C3)n2)cc1 (configuration not stated)	27%	-10%	-7%	1%	-31%[inhibitor]	-1%	-2%	?	i
CC(=O)Nc1cccc(C(=O)OCc2ccc(C(=O)Oc3ccc(Cl)cc3)cc2)c1	-5%	4%	7%	-1%	i	37%	-1%	0%	/
COc1ccc(Oc2nc(C(F)(F)F)nc3ccccc23)cc1	-6%	49%[activator]	-8%	1%	-42%[inhibitor][57.5 µM]	-26%	4%	?	i

Some entries already given, limited to TDP43 rescue, GLP1R inv ag and GLP1R cytotox:
structure,TDP43 rescue,GLP1R inv ag,GLP1R cytotox
CCOc1ccc(C(=O)NC(C(=O)NCC(c2cccs2)N(C)C)C(C)C)cc1 (configuration not stated),12%,12%,-4%
CSc1nc(N)nc(SCC(=O)C(C)(C)C)c1C#N,6%,46%[activator],23%
CCOC(=O)/C(C#N)=C\N(C)C,-4%,2%,-7%

Continuation:
SMILES	TDP43 rescue	GLP1R cytotox	Abeta rescue	Mm-Cpn inhibitor	PTHR1 ag	FUS yeast rescue	aSyn yeast inh	GLP1R inv ag	Akt phos inh
CCOC(=O)Cc1ccc(NC(=O)N2CCC(CN3CCC(C)CC3)CC2)cc1	7%	18%	5%	/	9%	-10%	/	-14%	/
CCc1nn(CC(=O)NC(C)C)c(=O)c2cc3cc(F)ccc3n12	21%	-28%	-4%	/	i	-11%	/	-74%	/
O=C(Cn1cc[n+](CC(=O)c2ccccc2)c1)c1ccccc1	10%	1%	5%	-2%	i	10%	2%	-10%	i
O=C(Nc1ccccc1N1CCOCC1)c1ccc2c(c1)OCO2	4%	-9%	-21%	-1%	i	20%	-10%	0%	i
COc1cccc(C(=O)COC(=O)c2ccc(NC(=O)c3ccccc3)cc2)c1	13%	-10%	5%	/	0%	15%	-1%	0%	i
N#Cc1ccccc1OCC(=O)Nc1ccc2c(c1)OCCCO2	13µM*	0%	3%	2%	-13%	5%	17%	4%	i
O=[N+]([O-])c1ccc(N2CCN(S(=O)(=O)c3ccccc3)CC2)cc1NCc1cccnc1	3%	-26%	-1%[9.22 µM]	-2%	-14%	-17%	4%	5%	i
CCc1c(C#N)c(SCCC(=O)Nc2cccc(OC)c2)nc2c1C(=O)CC(C)(C)C2	1%	-23%	2%	-2%	i	14%	4%	?	i
O=C(N[C@H]1C/C=C\C(c2ccc(F)cc2)N(Cc2ccccc2)C(=O)C1)OCC1c2ccccc2-c2ccccc21 (some centres not stated)	14%	2%	3%	-2%	i	30%	13%	?	i
COc1cccc(C2=CC(=O)C[C@H](c3ccc(Cl)cc3)C2)c1OC	?	-26%	-35%[inhibitor]	-5%	i	?	14%	?	i
COc1ccccc1N1CCN(c2ncnc3nc[nH]c23)CC1	0%	6%	7%	-2%	-16%	-19%	4%	32%	i
CCS(=O)(=O)N1N=C(c2ccccc2)CC1c1ccc2nccnc2c1 (configuration not stated)	11%	3%	10%	3%	i	10%	6%	32%[activator]	i
CCOC(=O)c1[nH]c(C)c(C(=O)NCCCOC(C)C)c1C	-18%	-14%	0%	-3%	0%[57.5 µM]	18%	5%	2%	/
CCOC(=O)c1cnc2ccc(OC)cc2c1Nc1ccc(N2CCN(C)CC2)cc1	15%	-23%	11%	1%	i	19%	7%	?	i
COCCCNCCCCOc1ccc(Br)cc1Cl	8%	1%	6%	1%	i	/	0%	?	i
COc1ccc(NC(=O)C2CC(=O)N(CCc3ccc(Cl)cc3)C2)cc1 (configuration not stated)	8%	2%	5%	-1%	-8%	9%	1%	?	i
Cc1ccc(S(=O)(=O)N2CCSC2c2ccco2)cc1 (configuration not stated)	4%	0%	-9%[9.22 µM]	3%	21%	-9%	-10%	?	i
CC1CN(C(=O)COC(=O)c2cc3ccccc3cc2O)CC(C)O1 (configuration not stated)	1%	-1%	4%	0%	-18%	8%	1%	-18%	i
Nc1ccc(-c2nc(-c3ccccc3)nc3ccccc23)cc1	?	85%[activator]	8%	-4%	i	2%	8%	?	i
CCOc1ccc(NC(=O)CCSc2nc3c(c(CC)c2C#N)C(=O)CC(C)(C)C3)cc1	2%	8%	9%	-1%	i	15%	0%	?	i
COC(CNC(=O)c1ccc2c(c1)nc(C)n2-c1cccc(C)c1)OC	/	2%	-13%	0%	i	3%	/	23%	i
CC(C)Oc1ccccc1/C=N/NC(=O)c1ccc(F)cc1	8%	31%[activator]	7%	-1%	-87%	/	3%	2%	i
Cc1cccc(N2CCN(C(=O)CN3C(=O)COc4ccc(S(=O)(=O)N5CCCC5)cc43)CC2)c1C	7%	0%	-13%	/	-17%	-18%	-2%	-2%	/
CCc1nc2ccc(C(=O)NCCCN(C)C)cn2c1N(C)Cc1ccc(OC)cc1	-1%	-2%	-9%	/	-2%	-4%	-2%	?	i
CCCC#Cc1ccc2c(c1)O[C@@H](CN(C)Cc1ccc3c(c1)OCO3)[C@H](C)CN([C@@H](C)CO)S2(=O)=O	0%	-11%	5%	/	-15%	21%	2%	?	i
COC(=O)COc1ccc(-c2nccc(-c3ccccn3)n2)cc1	-8%	-11%	-10%	-1%	-20%	19%	-5%	45%[activator]	i
CCC(=O)Oc1ccc(C(=O)Nc2c[nH]c(=O)[nH]c2=O)cc1	13%	1%	-18%	2%	-19%	-7%	-3%	13%	i
COc1cccc(NC(=O)Cn2c(=O)c3c(ncn3Cc3ccccc3)n(Cc3ccccc3)c2=O)c1	2%	15%	7%	-2%	i	-2%	-5%	?	i
NS(=O)(=O)c1ccc(CNC(=O)c2cccc(S(=O)(=O)N3CCc4ccccc43)c2)cc1	-7%	-23%	6%	-1%	-39%[inhibitor]	/	6%	-4%	i
COC(=O)c1ccc(Cn2nc(-c3ccc(C)c(C)c3)ccc2=O)cc1	-24%&5%	0%&1%	0%&-4%	1%	-63%[inhibitor]	39%&18%	-4%	19%&16%	i
O=C(CCCCl)NC(=S)Nc1ccc(CN2CCOCC2)cc1	-30%	25%	-3%	0%	-61%[inhibitor]	?	3%	-11%	i
COc1ccc(NC(=O)CC(C)n2nc(C)cc2C)cc1Cl (configuration not stated)	8%	1%	-9%	/	i	-6%	/	-3%	/
CCOc1ccc(C2c3cc(OC)c(OC)cc3CC(=O)N2c2ccccc2)cc1 (configuration not stated)	-21%	12%	-30%	-2%	-17%	42%	7%	0%	i

Compound activity: PubChem, National Center for Advancing Translational Sciences (NCATS)
